Bioassay records deposited in PubChem by Sanford-Burnham Center for Chemical Genomics.
Mdm2 MdmX PPI: inhibitors of human Mdm2/MdmX interaction. 330,000 compounds, 3% hits. O15151+Q00987. SaOS-2 split-luciferase Mdm2/MdmX complementation, luminescence. inhibition, % at 8 µM;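 active = inhibition of at least 50% at 8 µM in the primary screen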
EBI2 antag: antagonists of human EBI2 receptor; P32249; EBI2 beta-arrestin recruitment, luminescence, 7a,25-OHC stimulated; inhibition, % at 5 µM; 360,000 compounds, 0.81% hits; in the data active = inhibition above about 38%;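 also: enzyme fragment complementation signal reports receptor beta-arrestin coupling in cells; 0% = agonist plus DMSO wells and 100% = wells without agonist; some results beyond the cut were filed as inactive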
Target sequence (P32249 whole entry, looked up, the tested form may be a part): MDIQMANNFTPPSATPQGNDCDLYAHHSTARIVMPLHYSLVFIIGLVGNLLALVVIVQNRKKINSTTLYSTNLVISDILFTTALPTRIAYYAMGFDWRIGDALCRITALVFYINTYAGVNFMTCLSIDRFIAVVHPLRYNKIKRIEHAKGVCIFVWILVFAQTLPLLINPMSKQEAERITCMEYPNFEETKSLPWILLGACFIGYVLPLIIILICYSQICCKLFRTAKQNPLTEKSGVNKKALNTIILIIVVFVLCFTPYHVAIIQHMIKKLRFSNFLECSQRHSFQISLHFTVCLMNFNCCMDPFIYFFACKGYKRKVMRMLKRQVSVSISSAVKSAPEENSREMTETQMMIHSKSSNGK
XBP1 UPR activ: activators of adaptive arm of unfolded protein response (XBP1); CHO-XBP1 luciferase reporter, IRE1-XBP1 UPR activation, luminescence; percent of tunicamycin response, DMSO as zero; activation, % at 20 µM; 330,000 compounds, 0.33% hits;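 active = versus positive control, 20 µM dose yields 30% or more activation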;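 also: 100% = tunicamycin at 10 µg/mL and 0% = DMSO only wells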
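Assay system: CHO-XBP1 luciferase reporter cells; Schedule: 6 h treatment, 37 °C; Detection: glow luminescence from Steady-Glo reagent; Benchmarks: high control tunicamycin 10 µg/mL final, low control DMSO vehicle only.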
APJ antagonist: blocks the human apelin receptor APJ | CHO-K1 APJ beta-arrestin complementation, luminescence | 330,000 compounds, 0.32% hits | inhibition, % at 20 µM | AID 2521 | P35414;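 active = inhibition above about 40% at 20 µM, limit read from the data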;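 also: cells challenged with 10 nM apelin-13 agonist together with compound; plate controls were apelin-13 plus DMSO wells for no effect and DMSO wells lacking apelin-13 for full effect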
CHOP UPR activ: activators of apoptotic arm of unfolded protein response (CHOP); 330,000 compounds, 0.34% hits; CHO-CHOP luciferase reporter, UPR activation, luminescence; percent of tunicamycin response over DMSO baseline; activation, % at 10 µM;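 active = at 10 µM dose, activation of 40% or more, normalized to positive control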;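 also: 100% = tunicamycin at 10 µg/mL and 0% = DMSO alone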
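Test system: CHO-CHOP cells, stable luciferase reporter of PERK-eIF2a-CHOP signalling | Quantity: 500 CHO-CHOP cells per well | Buffer or medium: F12 plus 10% serum | Compound dosing: 10 µM single point, 0.5% DMSO | Schedule: 6 h compound treatment, 37 °C | Signal: Luciferase luminescence | Control set: Tunicamycin high control, DMSO low control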
CXCR6 inh: CXCR6 (human) receptor inhibition; 360,000 compounds, 0.36% hits; CHO-K1 PathHunter CXCR6 beta-arrestin, luminescence; O00574; inhibition, % at 20 µM; in the data active = inhibition above about 34%, passing the limit was not always enough;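 also: antagonist mode with CXCL16 agonist at 10 nM final; 0% = 10 nM CXCL16 with DMSO and 100% = unstimulated wells without agonist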
Target sequence (O00574 whole entry, looked up): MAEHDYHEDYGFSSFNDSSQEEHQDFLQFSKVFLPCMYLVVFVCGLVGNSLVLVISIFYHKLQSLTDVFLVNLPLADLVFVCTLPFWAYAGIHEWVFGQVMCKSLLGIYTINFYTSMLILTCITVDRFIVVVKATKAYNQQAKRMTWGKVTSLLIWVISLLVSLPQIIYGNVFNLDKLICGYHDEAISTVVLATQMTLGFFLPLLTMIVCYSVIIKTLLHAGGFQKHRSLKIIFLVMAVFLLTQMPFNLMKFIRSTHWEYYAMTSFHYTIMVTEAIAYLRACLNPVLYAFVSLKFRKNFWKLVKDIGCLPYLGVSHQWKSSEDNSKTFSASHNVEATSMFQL
tim23-1 inh: growth inhibitors of tim23-1 mutant yeast | 330,000 compounds, 1.3% hits | S. cerevisiae tim23-1 growth, BacTiter-Glo luminescence, 24 h | inhibition, % at 20 µM | AID 463212;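 active = growth inhibition of the mutant yeast at or above 50%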;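 also: temperature-sensitive mutant grown at 25 °C; plate controls were DMSO-treated mutant yeast for no effect and medium wells lacking yeast for full effect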
CCR6 antagonist: blocks CCL20-driven beta-arrestin recruitment at human CCR6; CHO-K1 CCR6 PathHunter beta-arrestin, luminescence, CCL20-stimulated; P51684; 340,000 compounds, 0.49% hits; inhibition, % at 20 µM; AID 493098;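 active = compounds whose inhibition of the agonist-driven luminescence signal at 20 µM reaches about 50%, limit read from the data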;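 also: cells stimulated with CCL20 at 14 nM final; plate controls were DMSO with CCL20 for no effect and DMSO without agonist for full effect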
Target sequence (P51684 whole entry, looked up): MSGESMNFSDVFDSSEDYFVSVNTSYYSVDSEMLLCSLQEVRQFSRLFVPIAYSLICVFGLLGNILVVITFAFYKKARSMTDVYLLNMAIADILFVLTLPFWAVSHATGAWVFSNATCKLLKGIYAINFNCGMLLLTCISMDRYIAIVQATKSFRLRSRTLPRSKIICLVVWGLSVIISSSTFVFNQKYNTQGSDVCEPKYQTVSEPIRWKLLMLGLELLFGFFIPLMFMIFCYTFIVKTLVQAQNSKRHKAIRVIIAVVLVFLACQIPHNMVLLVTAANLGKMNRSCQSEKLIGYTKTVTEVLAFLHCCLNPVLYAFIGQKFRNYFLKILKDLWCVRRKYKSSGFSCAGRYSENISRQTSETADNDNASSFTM
APJ ag: agonists of human APJ apelin receptor. 330,000 compounds, 0.11% hits. activation, % at 20 µM. AID 2520. CHO-K1 APJ PathHunter beta-arrestin, luminescence; 0% DMSO wells, 100% apelin;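 active = activation more than six SD over the plate average, tested at 20 µM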;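 also: 0% = DMSO alone and 100% = apelin-13 at 10 nM; some results filed as inactive read as strong as hits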
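Test system: CHO-K1 APJ beta-arrestin complementation cell line. Amount: cell density 1000 per well. Controls: DMSO negative, 10 nM Apelin-13 positive. Signal: luminescent beta-gal fragment complementation, chemiluminescent substrate. Read-out basis: agonist-driven arrestin binding to APJ. Timing: compound stimulation 90 min at 25 °C, detection 60 min.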
* = called active by the depositor; . = not tested or not shown. The list is partial, so the mix of outcomes need not match the whole.

Fields: CXCR6 inh	EBI2 antag	CCR6 antagonist	APJ antagonist	Mdm2 MdmX PPI	XBP1 UPR activ	CHOP UPR activ	APJ ag	tim23-1 inh
COC(CNC(=O)CSCc1nc(-c2ccc(SC)cc2)oc1C)OC
  7	-1	6	7	5	1	-2.7	-4	6
O=C(NN1C(=O)C2C(C1=O)C1C=CC2C12CC2)c1ccncc1 (stereo unspecified)
  1	-19	0	8	11	-3	-1.0	4	6
Cc1oc2c(CN(C)C)c(O)ccc2c(=O)c1-c1cscn1
  1	0	43	-7	-3	-4	1.9	-4	13
O=C(CCCN1C(=O)/C(=C\c2cccs2)SC1=S)NNC(=O)c1ccncc1
  5	-5	8	4	-7	-4	-0.3	-4	3
COc1cc(C(=O)O/N=C2\C=CC(=O)C=C2C)cc(OC)c1OC
  25	9	35	12	29	-4	12	-1	24
O=[N+]([O-])/C(C(=C(Cl)Cl)N1CCN(Cc2ccccc2)CC1)=C1\NCCN1Cc1ccc(Cl)nc1
  -3	-4	8	-5	-6	-2	-0.7	0	15
Cc1cc(C(=O)Nc2nnc(C(F)(F)F)s2)no1
  -6	-1	-14	2	7	0	0.4	2	14
CCOc1ccc(N2C(=O)CC(NC3CCN(C(=O)c4ccc(F)cc4)CC3)C2=O)cc1 (stereo unspecified)
  0	-6	-5	-2	11	-7	-0.3	10	3
CCCCn1nc(C(=O)Nc2ccccc2N2CCCC2)c2ccccc2c1=O
  17	13	18	-27	-20	0	1.3	-2	35
CC(C)n1c(COc2ccccc2)nc2ccccc21
  -5	2	7	-17	8	-3	1.4	-4	33
CCc1ccc(N(CC(=O)Nc2ccccc2C(=O)N2CCCC2)S(C)(=O)=O)cc1
  6	-10	13	4	1	-3	1.4	-5	-6
Nc1nc2ccc(S(=O)(=O)N3CCCCC3)cc2s1
  -9	3	10	-34	4	-5	2.4	7	15
CCOC(=O)c1[nH]c(CO)c(C(=O)OCC)c1C
  0	-1	-11	20	15	0	1.2	-3	19
O=C(c1cccc(F)c1)N1CCC(c2nc3ccccc3s2)CC1
  -2	3	11	6	-28	-4	1.0	-1	22
COc1ccccc1NC(=O)N1CCN(c2ccnc3cc(Cl)ccc23)CC1
  2	1	15	10	22	-3	-0.1	-1	24
CN(CCO)c1ccc(C(C(=O)c2ccccc2)c2ccc(N(C)CCO)cc2)cc1
  -17	0	5	-14	28	2	-1.7	-4	1
Fc1ccc2cnc(-c3cccnc3)cc2c1
  -6	-4	-8	-6	-22	4	3.8	-4	13
Cc1ccc(-n2c(SC3CCOC3=O)nc3ccccc3c2=O)cc1 (stereo unspecified)
  .	.	.	3	15	-2	-1.1	-1	30
Cc1ccc(N2CC(C(=O)Nc3ccc4c(c3)OCO4)CC2=O)cc1 (stereo unspecified)
  17	12	10	-13	-15	1	-0.1	8	6
COc1ccccc1/C=C1\SC(=S)N(CCC(=O)N2CCCCC2CCO)C1=O (stereo unspecified)
  11	10	16	-16	39	-4	0.5	-3	34
S=C(NCc1cccs1)Nc1cccc(Cl)c1
  -12	-7	-21	-49	4	-2	0.2	-2	42
CCOCCCNS(=O)(=O)c1ccc2c(c1)oc(=O)n2CC(=O)OCC
  -3	0	-8	-11	-25	2	0.8	-5	7
CCC(C)NC(=O)CSc1nnc(-c2ccc(OC)c(OC)c2)c(-c2ccc(OC)c(OC)c2)n1 (stereo unspecified)
  1	-13	14	-3	8	-4	-0.5	-4	9
CCOc1ccc(S(=O)(=O)N/N=C\c2ccc3c(c2)OCO3)cc1
  6	-6	2	5	13	-7	0.1	-1	32
CN(CC(=O)Nc1ccc(F)cc1)C(=O)CCc1nc2sc3c(c2c(=O)[nH]1)CCCC3
  2	-3	5	31	14	0	1.0	4	8
O=C(Nc1ccccc1Oc1ccsc1C(=O)O)c1ccccc1
  7	9	-5	15	10	-4	2.6	-4	0
CN(c1ccc(OCC(=O)OCC(=O)Nc2ccccc2F)cc1)S(=O)(=O)c1cccs1
  -12	-5	-7	2	16	-1	0.3	1	10
NS(=O)(=O)c1ccc(CCNC(=O)c2ccccc2Cc2ccccc2)cc1
  -2	1	-2	-35	5	-3	-2.4	-2	3
CCOC(=O)Cn1nc(C)c(NC(=O)COc2ccc(F)cc2F)c1C
  -1	5	.	13	-26	2	0.4	-3	-3
Cc1ccn2cc(-c3cccc(NC(=O)c4cccs4)c3)nc2c1
  4	3	0	-40	-17	1	6.5	0	5
CC(=O)Nc1cccc(Nc2nc(-c3ccccc3)nc3ccccc23)c1
  -2	2	-15	4	37	-2	-0.4	2	19
Clc1ccc(CN2C3=NCCCN3c3ccccc32)cc1
  0	4	-2	0	31	-2	-3.3	-4	-7
O=C1CN(C(=O)COc2c(Cl)cccc2Cl)c2ccccc2N1
  -1	-6	-3	-8	-4	-2	0.7	-2	21
COc1ccc(/C(C)=N/NC(=O)CNC(=O)c2ccco2)c(OC)c1
  -6	-6	-5	-1	-18	1	1.1	1	11
COc1cc(C(=O)NCC(c2ccco2)N2CCCC2)ccc1OCc1c(C)noc1C (stereo unspecified)
  1	-5	6	-10	7	0	-1.9	-4	6
CCOc1ccc(-c2csc(NC(=O)C3CCCO3)n2)cc1 (stereo unspecified)
  3	-3	1	9	17	0	11	-5	6
Cc1nn(-c2ccccc2)c(C)c1C(=O)NCc1ccc(S(N)(=O)=O)cc1
  -3	-28	3	-3	6	4	0.0	-2	-11
NS(=O)(=O)c1ccc(NC(=O)c2cc(Cl)ccc2Cl)cc1
  -1	9	12	-10	5	-1	-1.3	0	-3
CN(C)CCNC(=O)C(c1ccccc1)c1ccccc1
  -9	-9	3	-6	12	-1	0.2	-2	-2
COc1cccc(OC)c1/C=C/C(=O)NC1CCCCC1
  -1	1	22	-3	24	0	-0.7	-3	30
COc1cc(OC)cc(C(=O)Nc2ccc(S(=O)(=O)Nc3ncccn3)cc2)c1
  -2	-4	9	11	14	-6	1.2	-1	2
N#C/C(C(=O)c1ccccc1)=C1/CCCCCN1
  -3	-9	6	-15	-66	-1	4.3	-7	-4
CCC(C)OC(=O)C1=C(C)NC(=O)NC1c1ccc(F)cc1 (stereo unspecified)
  -8	4	11	9	8	-2	0.3	1	-2
Cc1ccc2nc(NC(=O)c3ccc(Cl)s3)sc2c1
  1	-11	10	1	-155	27	1.9	-3	-6
CSc1ccccc1NC(=O)COc1ccc(Cl)cc1Cl
  -18	9	-4	-11	-20	-1	1.9	-1	18
Cc1ccc(N2C(=O)Nc3ccc(Br)cc3C2(O)C(=O)NCCCN(C)C)cc1C (stereo unspecified)
  0	-6	8	-18	9	-2	-0.4	-3	-2
C=CC[C@@H](CC(=O)N(CCO)Cc1ccccc1)C(=O)NCCOC(=O)[C@@H](CC=C)Cc1ccc(F)cc1
  4	9	21	8	15	-3	1.1	-3	9
CC(C)N(Cc1ccccc1)C(=O)C1CCN(c2ncnc3c2nc2n3CCCCC2)CC1
  11	1	21	10	24	0	2.9	-6	26
Cc1ccc(-c2ccc(NC(=O)C3C4C=CC(C4)C3C(=O)O)cc2)o1 (stereo unspecified)
  3	-5	-3	-6	-59	3	3.6	-1	28
Cc1ccc(SCC(=O)Nc2ccc(-c3nc4ccccc4[nH]3)cc2)cc1
  4	-10	16	7	3	17	4.5	1	6
CCc1cc2c(N3CCCCC3)ncnc2s1
  -2	-4	-9	8	23	0	0.0	0	15
CCN(CC)C(=O)CSc1nc(C)cc(C)c1C#N
  2	-1	-4	9	12	-5	2.5	-3	-6
Cc1ccccc1OCC(=O)OCC(=O)NCCNC(=O)COC(=O)COc1ccccc1C
  0	4	-3	1	9	-3	-0.9	1	-3
CCOc1ccc(S(=O)(=O)N(CC(=O)N/N=C/c2cccs2)c2ccc(C)cc2)cc1
  0	13	-20	-1	47	-3	-0.2	-5	15
O=C(N/N=C/c1ccccn1)c1cccc(S(=O)(=O)Nc2ccccc2Cl)c1
  4	-3	-17	-6	10	-6	-1.4	-4	9
COc1ccc(C(=O)N2CCN=C2c2ccccc2)cc1OC
  -5	5	12	6	-25	1	-0.7	-6	-2
Cc1ccc(F)cc1NC(=O)CSc1ncccn1
  -1	-7	15	-9	23	-5	1.5	-1	2
CCc1cccc(NC(=O)CCC(=O)O)c1
  -15	-17	5	-2	3	-1	-1.2	-1	-3
CC1=NN(c2ccccc2)C(=O)/C1=C\N1CC(C)OC(C)C1 (stereo unspecified)
  6	-3	-12	19	12	-1	-0.3	-3	5
Cc1nn(CCCC(=O)NCCc2ccccc2)c(=O)c2nn(-c3ccccc3)c(C)c12
  -2	-8	10	17	26	-4	1.7	-2	19

Next section
Fields: CXCR6 inh	EBI2 antag	CCR6 antagonist	APJ antagonist	Mdm2 MdmX PPI	XBP1 UPR activ	CHOP UPR activ	APJ ag	tim23-1 inh
O=C(COc1ccccc1Cl)Nc1nnc(S(=O)(=O)N2CCCC2)s1
  -1	-7	19	-8	0	-1	-0.6	0	9
O=C1OCCN1c1c(-c2ccccc2)c(N2CCOCC2)nc2ccccc12
  0	10	2	12	-12	1	-3.3	-1	7
Cc1cc(C)n(-c2ccc(C(=O)Nc3ccc4c(c3)OCCO4)cc2)n1
  -10	12	14	21	11	2	1.8	-2	11
COc1ccc(CCNC(=O)CNS(=O)(=O)c2ccc(Br)cc2)cc1
  3	16	2	13	5	0	0.3	1	7
CC(C)C(OC(=O)c1cccs1)C(=O)NCCc1ccccc1 (stereo unspecified)
  2	8	19	2	-23	-2	0.3	-3	19
Cc1ccc(C(C)C)c(OCC(=O)N/N=C2\CC(=O)CC(C)(C)C2)c1
  0	11	2	7	29	-3	1.6	-1	11
O=C(O)CC(=O)Nc1ccccc1C(=O)O
  -5	-10	0	3	11	-4	0.2	2	-2
S=C(NC1CC1)N1CCc2ccccc2C1
  -1	0	-4	-16	12	1	2.2	0	23
Cc1ccc(C(=O)OC(C)C(=O)Nc2ccc3c(c2)OCO3)c(O)c1 (stereo unspecified)
  0	-5	1	2	-12	2	1.8	-2	7
CSc1ccc(CN2CCN(CC=C(C)C)C(CCO)C2)cc1 (stereo unspecified)
  3	-11	1	-4	-7	-1	-0.4	0	14

Quoted at random: two compounds from above
Fields: CXCR6 inh	EBI2 antag	CCR6 antagonist	APJ antagonist	Mdm2 MdmX PPI	XBP1 UPR activ	CHOP UPR activ	APJ ag	tim23-1 inh
Cc1cc(C(=O)Nc2nnc(C(F)(F)F)s2)no1
  -6	-1	-14	2	7	0	0.4	2	14
Cc1ccc(SCC(=O)Nc2ccc(-c3nc4ccccc4[nH]3)cc2)cc1
  4	-10	16	7	3	17	4.5	1	6
